Compound activity deposited in PubChem BioAssay by National Center for Advancing Translational Sciences (NCATS).
GLP-1R agonist = agonists of human GLP-1 receptor; P43220; HEK293 GLP-1R CRE-luciferase, luminescence, 4-6 h; cells express a hypersensitive GLP-1R form; Potency, µM (series often up to 45.6 µM), for the others: at the top dose activation, most hits filed as activators; 380,000 tested, 0.007% active; AID 624172; note: potency is the fitted concentration of half-maximal effect; % of control where 0% means no effect
Target sequence (P43220 whole entry, looked up): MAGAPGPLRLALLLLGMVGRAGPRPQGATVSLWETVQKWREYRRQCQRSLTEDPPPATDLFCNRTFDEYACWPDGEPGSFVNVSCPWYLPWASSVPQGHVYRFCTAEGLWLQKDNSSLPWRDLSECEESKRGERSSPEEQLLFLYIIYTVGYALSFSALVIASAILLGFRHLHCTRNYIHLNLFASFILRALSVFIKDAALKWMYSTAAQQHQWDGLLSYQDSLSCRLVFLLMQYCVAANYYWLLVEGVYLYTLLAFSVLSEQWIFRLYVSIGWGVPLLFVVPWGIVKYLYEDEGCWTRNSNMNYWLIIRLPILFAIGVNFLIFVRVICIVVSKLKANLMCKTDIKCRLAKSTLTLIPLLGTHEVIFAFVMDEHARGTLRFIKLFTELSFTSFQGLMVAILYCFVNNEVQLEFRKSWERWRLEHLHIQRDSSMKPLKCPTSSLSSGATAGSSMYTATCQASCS
Abeta rescue = restores growth of yeast expressing A-beta42 peptide; yeast expressing A-beta42, growth rescue, OD600, 48 h; response scale: 0% DMSO, 100% iron-clioquinol control; Potency, µM (series often up to 46.1 µM), for the others: top-dose growth rescue, usual class: activators; 410,000 tested, 0.063% active; note: potency is the fitted concentration of half-maximal effect; nearly all actives have a fitted effect of over 55% in size
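Yeast A-beta toxicity model in growth medium with pinned compounds, 48 h at 30 C; growth read as absorbance at 600 nm. Normalized to FeCl3/clioquinol equimolar mix (positive) and DMSO (negative).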
Akt phos inh = blocks phosphorylation of Akt; Neuro2A IGF-stimulated pAkt S473 HTRF, 20 min; stronger effect = lower value; activity change, % for hits at 50 µM; 360,000 tested, 0.32% active; in the data active = activity change below about -80%; inconclusive = mostly about -51% to -80%; note: % is set by controls: 0 for no effect and ±100 for the full control effect
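Single-point screen (50 µM final compound) in Neuro2A cells stimulated 20 min with 6 nM IGF at 37 deg C. After lysis, Ser473-phosphorylated Akt read by HTRF (ex 330 nm, em 615/665 nm) as the 665/615 ratio.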
PTHR1 agonist = activates the human parathyroid hormone receptor PTHR1. Q03431. HEK293 GP2 PTHR1 cells, GloSensor cAMP luminescence, 1 h. Potency, µM (top dose mostly 115 µM), for the others: at the top dose activation, usual class: activators. 410,000 tested, 0.075% active. AID 743266; note: potency is the fitted concentration of half-maximal effect; nearly all actives have a fitted effect of over 55% in size; some results filed as inactive show a strong effect at the top dose; inactives centre near -15; many of its hits are not listed in these tables
Target sequence (Q03431 whole entry, looked up): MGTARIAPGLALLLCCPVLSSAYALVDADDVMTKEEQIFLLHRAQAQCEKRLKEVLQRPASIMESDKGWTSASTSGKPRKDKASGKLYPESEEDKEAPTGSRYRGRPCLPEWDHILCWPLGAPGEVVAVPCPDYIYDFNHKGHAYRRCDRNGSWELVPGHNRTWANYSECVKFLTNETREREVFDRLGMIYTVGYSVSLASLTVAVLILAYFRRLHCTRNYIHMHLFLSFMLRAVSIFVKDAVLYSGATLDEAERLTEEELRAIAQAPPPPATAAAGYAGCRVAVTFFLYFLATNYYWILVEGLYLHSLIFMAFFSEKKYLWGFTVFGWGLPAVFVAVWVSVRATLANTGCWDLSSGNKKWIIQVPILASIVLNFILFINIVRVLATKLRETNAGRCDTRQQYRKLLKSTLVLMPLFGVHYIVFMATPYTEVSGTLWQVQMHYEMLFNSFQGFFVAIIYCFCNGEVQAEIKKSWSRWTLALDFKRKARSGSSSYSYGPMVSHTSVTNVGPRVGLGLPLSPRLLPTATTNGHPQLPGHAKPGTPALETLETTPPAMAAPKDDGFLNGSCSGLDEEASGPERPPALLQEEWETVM
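HEK-293-derived GP2 cells expressing PTHR1 and a GloSensor cAMP reporter, 3,000/well, plated overnight, given luciferin plus IBMX (each 0.5 mM as added) for 1 h at 37 °C, then compound for 1 h at 37 °C. Luminescence was read after 15 min at room temperature.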
GLP1R inv ag = GLP-1 receptor (human) inverse agonism. P43220. HEK293 GLP-1R CRE-luciferase, luminescence, 24 h; GLP-1R form is constitutively active. Potency, µM (doses to about 38.3 µM), for inactives: at the highest dose activity change, negative = inhibition, actives largely listed as inhibitors. 410,000 tested, 1.6% active. AID 624417; note: potency is the fitted concentration of half-maximal effect; % is set by controls: 0 for no effect and ±100 for the full control effect; nearly all actives have a fitted effect of over 55% in size
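qHTS in 1536-well format: reporter HEK293 cells expressing constitutive GLP-1R activity in DMEM + 10% Nu serum, 24 hr with compounds at 37 deg C, luminescence read after 12 min with detection reagent.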
DRD3 antagonist = blocks the human D3 dopamine receptor; P35462; D3R cells, DiscoveRx beta-arrestin luminescence, antagonist mode; stronger effect = lower value; max response, negative = inhibition, %; 360,000 tested, 2.5% active; in the data active = max response below about -50%; inconclusive = no clear call, values can overlap the other calls; note: % is set by controls: 0 for no effect and ±100 for the full control effect; mostly tested at two doses, the higher about 12 µM
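Cells plated overnight at 1500 cells/well, then exposed to library compounds with dopamine controls for 90 minutes at 37 degrees C. DiscoveRx reagent added for 30–60 minutes at room temperature; luminescence read, quantitative HTS format.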
TDP43 rescue = inhibitors of TDP-43 toxicity in yeast; TDP-43 expressing yeast growth rescue, BacTiter-Glo, 24 h; Potency, µM (series often up to 46.1 µM), for inactives: top-dose growth rescue (activation), most hits filed as activators; 410,000 tested, 1.8% active; AID 652104; note: potency is the fitted concentration of half-maximal effect; % of control where 0% means no effect; nearly all actives have a fitted effect of over 50% in size
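Luminescence from BacTiter-Glo reports growth of TDP-43-expressing yeast after 24 hr at 30 deg C with compound. Cells were raffinose-pregrown to mid-log, then seeded in galactose medium at OD600=0.02.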
FUS yeast rescue = FUS proteinopathy suppression in yeast | Potency, µM (top dose mostly 76.6 µM), without a hit: at the highest dose growth rescue (activation), hits mostly activators | S. cerevisiae FUS-expressing, growth rescue, OD600, 24 h | 390,000 tested, 0.24% active | AID 1347120;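 note: potency is the fitted concentration of half-maximal effect; plate controls were DMSO vehicle for no effect and reference control for full effect; nearly all actives have a fitted effect of over 55% in size; some results filed as inactive show a strong effect at the top dose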
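Read-out: OD at 600 nm after 24hr at 30C, reporting rescue of FUS-induced yeast toxicity. Cells at OD 0.005 in galactose (2%) minimal medium; compounds tested in a dilution series; CP55940 titration from 92uM final as control.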
aSyn rescue = inhibitors of alpha-synuclein toxicity in yeast; Yeast expressing alpha-synuclein, growth rescue, BacTiter-Glo, 24 h; Potency, µM (titrated, usually from 46.1 µM), for inactives: at the highest dose growth rescue (activation), usual class: activators; AID 652106; 370,000 tested, 0.14% active; note: potency is the fitted concentration of half-maximal effect; % of control where 0% means no effect; nearly all actives have a fitted effect of over 65% in size
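Galactose-induced alpha-syn yeast (OD600=0.02, raffinose-pregrown) + pinned cpd, 24 hr, 30 deg C; growth by BacTiter-Glo luminescence. Growth restoration scores as activation.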
Active calls of the source: *; i = inactive; ? = inconclusive; nt = not tested or not shown; [ ] = dose if it differs, or a comment. Unless noted, calls come from the whole dose curve; as a rule, active = well fitted curve in the direction sought with a large enough effect; inconclusive = small, poorly fitted or top-dose-only effect, or another doubt; inactive = no such curve, though single readings can be large; an effect the other way counts as inactive or inconclusive.

canonical_smiles	GLP-1R agonist	Abeta rescue	Akt phos inh	PTHR1 agonist	GLP1R inv ag	DRD3 antagonist	TDP43 rescue	FUS yeast rescue	aSyn rescue
COc1ccc(C2(C)NC(=O)N(CC(=O)Nc3ccc(-c4nc5ccc(C)cc5s4)cc3)C2=O)cc1 (stereo unspecified)	6%	1%	i	-73%[inhibitor]	-51%	6	-23%	50%	-6%
CC(=O)Nc1ccc(C(=O)N2CCCc3ccccc32)cc1	0%	14%	i	i	-6%	-17	-3%	9%	-4%
COc1ccc(-n2cnc3cc(NCc4ccccn4)ccc32)cc1	30%	1%	i	-19%	32%[activator]	6	-14%	29%	0%
COc1ccc(OCC(=O)NNC(=O)C(=O)Nc2ccccc2)cc1	-4%	0%	i	-22%	9%	1	9%	-8%	0%[1.84 µM]
Cc1cccc(-n2ccnc2SCC(=O)Nc2nccs2)c1C	5%	15%	i	-10%	?	-3	8%	22%	-1%
NC(=O)C(CCCCN1CCCCC1)(c1ccccc1)c1ccccc1	-2%	1%	i	i	-3%	-11	11%	nt	1%
COC(=O)c1ccc(N(C(=O)CNC(=O)c2ccco2)C(C(=O)NC2CCCC2)c2ccco2)cc1 (stereo unspecified)	-5%	0%	i	-13%[57.5 µM]	18%	-1	-4%	-1%	3%
CCOc1ccc(-c2cc(CCCC(=O)NCCc3ccccc3)no2)cc1	2%	-1%	i	-12%[57.5 µM]	2%	21	19%	30%	-4%
Cn1c(C(=O)NCCN2CCOCC2)cc2sccc21	12%	3%	i	i	7%	-63*	-4%	-10%	1%
C=CC[n+]1c(-c2ccc(OC)cc2)csc1NNC(=O)Nc1ccccc1	-2%	-7%	i	i	0%	-6	6%	?	-14%
Cc1ccc2[nH]c(=O)c(CN(C(=O)c3cccc(Cl)c3)C(C)(C)C)cc2c1	nt	3%	nt	-28%	-2%	nt	19%	-9%	nt
COc1cc(/C=N/Nc2nn3cnnc3c3ccccc23)ccc1O	4%	4%	i	i	7%	-29	-13%	11%	-27%
CN(C)C(=O)NC1CCCCCCCCCCC1	-13%	24%	i	25%[57.5 µM]	-7%	-20	6%	3%	2%
C=CCNC(=O)NC(=S)c1ccccc1	-5%	?	i	-5%[57.5 µM]	-12%	28	12%	9%	0%
CCN(CC)CCCNC(=O)CCn1nc(-c2ccccc2)ccc1=O	-1%	1%	i	-14%	-6%	-19	15%	-25%	-5%
COC(=O)c1cc(C(=O)OCC(=O)NCc2ccc3c(c2)OCO3)cc([N+](=O)[O-])c1	0%	2%	i	-14%	-15%	29	13%	nt	0%
CCS(=O)(=O)N1CCC(C(=O)Oc2ccccc2OC)CC1	4%	-7%	i	i	-10%	24	-4%	6%	1%
Cc1ccc(C(=O)N[C@H](C(=O)NC2CCCCCCC2)C(C)C)cc1	-4%	2%	i	0%	2%	-3	3%	-17%	-3%
CC(C)CCn1c(=O)c2sccc2n2c(CCCC(=O)NC(C)c3ccccc3)nnc12 (stereo unspecified)	nt	-9%	nt	i	10%	nt	4%	1%	nt
CCn1nc(C)c(CN2CCC(n3nccc3NC(=O)CCCc3ccccc3)CC2)c1C	7%	2%	i	6%	?	?	-13%	nt	-3%
O=C(Cn1cc(C(F)(F)F)ccc1=O)OCC(=O)c1ccc[nH]1	0%	2%	i	-13%	13%	-10	-3%	19%	-7%
Nc1c(C(=O)c2ccc(Br)cc2)oc2ccccc12	-3%	18%	i	i	25%	-1	5%	-24%	2%
CCc1cc(=O)oc2c(C)c(OC(C)C(=O)NCC3CCC(C(=O)O)CC3)ccc12 (stereo unspecified)	-3%	-17%	i	i	-11%	55	2%	15%	-5%
O=C(NNC(=S)NCc1ccccc1)c1ccc(OC(F)F)cc1	-3%	13%	i	-39%[inhibitor]	1%	9	18%	nt	-6%
Cc1cc(C)c2cc(C(=O)N3CCc4ccccc4C3)[nH]c2c1	27%	17%	i	-17%	?	2	14%	18%	6%
CC(C)CCNC(=O)c1cc(-c2cccnc2)nc2ccc(S(=O)(=O)N3CCC(C)CC3)cc12	nt	-2%	nt	i	7%	nt	10%	15%	nt
COc1cc(-c2nc3n(n2)C(c2cccc(OC)c2OC)C2=C(CCCC2=O)N3)cc(OC)c1OC (stereo unspecified)	12%	2%	i	i	4%	7	8%	28%	3%
COc1ccc(NC(=O)CCc2c(C)nn(-c3ccc(N4CCOCC4)nn3)c2C)cc1Cl	nt	-14%	nt	-8%	47%[activator]	nt	?	32%	nt
Cc1noc(C)c1CCC(=O)NC1CCCN(Cc2ccc(CC(C)C)cc2)C1 (stereo unspecified)	-4%	17%	i	-31%[inhibitor]	10µM*	8	5%	17%	5%
COCCNC(=O)CN(Cc1ccc(F)cc1)C(=O)CCC(=O)Nc1nccs1	2%	-21%	i	-2%	9%	0	-12%	-10%	-2%
O=C(/C=C\c1ccccc1)NCC(=O)N/N=C/c1ccc(O)cc1O	6%	2%	i	-43%[inhibitor]	?	-2	-4%	10%	-4%
O=C(c1ccc(Cl)cc1)N1CCc2ccccc21	24%	-13%	i	i	?	7	27%	-17%	-9%
CC(=O)N1CCCN(Cc2nc(C3(c4ccc(C)cc4)CCCC3)no2)CC1	6%	10%	i	0%	-15%	12	nt	10%	1%
Cc1ccc(S(=O)(=O)NC(=O)C2(C)CCN2C(=O)c2ccc(C(F)(F)F)nc2C)cc1 (stereo unspecified)	-6%	-20%	i	i	2%	0	0%	-5%	-5%
CCC(=O)Nc1ccc(NC(=O)CSc2nnnn2CC)cc1C	1%	8%	i	i	5%	0	-7%	22%	0%
COc1ccc2[nH]c(=O)c(CN(C(=O)c3cccnc3)c3ccc(C)cc3C)cc2c1	16%	0%	i	-10%	4%	9	1%	10%	3%
CCOc1ccc2nc(N(CCN(C)C)C(=O)c3ccc4ccccc4c3)sc2c1	4%	21%	i	i	?	-9	-14%	9%	-9%
COc1ccccc1C(=O)NCCC(=O)NC1CCCC(C)C1C (stereo unspecified)	-5%	12%	i	i	12%	-4	13%	15%	1%
CCn1nc(C)c(NS(=O)(=O)c2ccc(C)cc2)c1C	19%	-15%	nt	-8%[57.5 µM]	9%	-20	-21%	30%	-11%
C/C(=C\c1ccccc1)C(=O)Nc1cc(C)on1	-1%	3%	i	-5%[57.5 µM]	2%	-12	?	-2%	-8%

Reprinted from the part before: 4 entries, followed by the next part.
canonical_smiles	GLP-1R agonist	Abeta rescue	Akt phos inh	PTHR1 agonist	GLP1R inv ag	DRD3 antagonist	TDP43 rescue	FUS yeast rescue	aSyn rescue
CCOc1ccc2nc(N(CCN(C)C)C(=O)c3ccc4ccccc4c3)sc2c1	4%	21%	i	i	?	-9	-14%	9%	-9%
COc1ccccc1C(=O)NCCC(=O)NC1CCCC(C)C1C (stereo unspecified)	-5%	12%	i	i	12%	-4	13%	15%	1%
CCn1nc(C)c(NS(=O)(=O)c2ccc(C)cc2)c1C	19%	-15%	nt	-8%[57.5 µM]	9%	-20	-21%	30%	-11%
C/C(=C\c1ccccc1)C(=O)Nc1cc(C)on1	-1%	3%	i	-5%[57.5 µM]	2%	-12	?	-2%	-8%
Cn1c(=O)c2c(nc(Br)n2CCCc2ccccc2)n(C)c1=O	24%	-6%[9.22 µM]	i	-13%	13%	-3	20%	-32%	8%
Cc1ccc(-n2c(CC#N)n[nH]c2=S)c(C)c1	-1%	-10%	i	i	24%	-11	18%	-18%	6%
CCCc1ccc(OCC(=O)NNC(=S)NC(=O)c2ccco2)cc1	1%	-89%[inhibitor]	i	i	?	81	4µM*	12%	-41%[inhibitor]
CC(NC(=O)C1CCN(S(=O)(=O)c2ccc(Br)s2)CC1)c1ccccc1 (stereo unspecified)	11%	3%	i	-8%	?	8	-14%	-8%	4%
CC1C(=O)Nc2ccc(S(=O)(=O)NCc3ccc(N(C)C)cc3)cc2NC1=O (stereo unspecified)	nt	-12%	nt	?	8%	nt	-16%	6%	nt
Cn1cc(S(=O)(=O)N2CCN(c3cccc(Cl)c3)CC2)c(=O)n(C)c1=O	7%	-2%	i	i	1%	21	-1%	16%	-1%
Cc1ccc(C(=O)N(C)Cc2ccccc2)cc1S(=O)(=O)N1CCOCC1	0%	12%	i	-13%	12%	13	10%	nt	6%
CCOC(=O)c1noc2ncnc(Nc3cccc(OC)c3)c12	nt	-15%	nt	i	5%	nt	16%	-9%	nt
S=C(Nc1ccc(Br)cc1)N1CCCC1	0%	4%	i	-6%	6%	4	?	nt	-13%
CS(=O)(=O)c1ccc(NS(=O)(=O)c2ccc(Cl)c(C(=O)NCc3ccco3)c2)cc1	-5%	-15%	i	27%	1%	-15	-12%	15%	-12%
CCC(C)[C@H](NC(=O)[C@@H]1CSC2c3ccccc3C(=O)N21)C(=O)NCC1CCCO1 (stereo partly specified)	0%	-7%	i	i	2%	-7	-6%	15%	0%
CCOC(=O)c1sc(NC(=O)CN2CCCC2)c(C(=O)OCC)c1C	-4%	-16%	i	-4%	-3%	77	1%	nt	5%
CCN(CC)c1ccc(NC(=O)C2CCN(S(=O)(=O)c3c(C)noc3/C=C/c3ccccc3F)CC2)c(C)c1	nt	10%	nt	?	8%	nt	21%	0%	nt
OC(CNCc1ccccn1)c1ccccc1 (stereo unspecified)	-3%	5%	i	i	0%	1	-2%	nt	5%
Cc1ccnc(SCC(=O)Nc2cc(C)on2)n1	-3%	-6%	i	i	1%	5	-14%	0%	0%

The list is partial, so the mix of outcomes need not match the whole.
